Assay outcomes deposited in PubChem by several laboratories.
CRFBP-R2 block – blocks CRF-induced signaling of the CRF-BP/CRF-R2 complex; HEK293 CRF-R2/CRF-BP, CRF-induced calcium fluorescence; 350,000 tested, 0.59% active; inhibition, % at 11.8 µM;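 active = inhibition of the ligand-induced calcium signal above about 50% at the single tested concentration, limit read from the data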
CHO-K1 Ca PAM – counter-screen for M1 PAMs: effect in parental CHO-K1 cells. ATP EC20, Fluo-8 calcium fluorescence; 0% at ATP EC20, 100% at ATP max. activation, % at 3 µM. 360,000 tested, 0.02% active;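 active = activation above the run cutoff, the mean activation of all test compounds plus 3 SD, cut at about 40% in these data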;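 also: peak over basal fluorescence ratio in a 140 s read after ATP addition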
CRFBP-R2 agonist – agonists of human CRF-binding protein/CRF-R2 receptor complex | HEK293 CRF-R2/CRF-BP, calcium dye fluorescence (FLIPR); percent of saturating CRF peptide response | activation, % at 13.2 µM | 350,000 tested, 0.46% active;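 active = activation of at least 50%, plus an integration ratio under a set limit after plate pattern correction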;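 also: plate controls were neutral control wells without compound for no effect and CRF at EC100 for full effect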
M5 antag – antagonists of human muscarinic M5 receptor (CHRM5); P08912; CHO-hM5 cells, Fluo-8 calcium fluorescence, ACh EC80; inhibition, % at 3 µM; 360,000 tested, 0.59% active; AID 624040;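 active = inhibition above a per-plate cutoff, the mean of that plate's test compounds plus 3 SD, cut at about 27% in these data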;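 also: 0% = acetylcholine EC80 with DMSO and 100% = DMSO without agonist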
CHRM5 agonist – CHRM5 agonism in calcium assay. P08912. CHO-K1 hM5 cells, Fluo-8 calcium fluorescence; 0% DMSO wells, 100% maximal acetylcholine response. activation, % at 3 µM. 360,000 tested, 0.19% active. AID 624037;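 active = activation above the run's mean over test compounds plus 3 SD, cut at about 23% in these data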;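 also: signal is peak over basal fluorescence ratio across the kinetic read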
TAAR1 antag – human TAAR1 antagonism. inhibition, % at 3 µM. AID 624466. CHO RD-HGA16 TAAR1, Fluo-8 calcium fluorescence, antagonist. 360,000 tested, 1.5% active. Q96RJ0;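 active = inhibition above a per-plate cutoff, the mean inhibition of test compounds on that plate plus 3 SD, cut at about 49% in these data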;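 also: 0% = DMSO plus EC80 beta-PEA response and 100% = DMSO alone without agonist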
Target sequence (Q96RJ0 whole entry, looked up): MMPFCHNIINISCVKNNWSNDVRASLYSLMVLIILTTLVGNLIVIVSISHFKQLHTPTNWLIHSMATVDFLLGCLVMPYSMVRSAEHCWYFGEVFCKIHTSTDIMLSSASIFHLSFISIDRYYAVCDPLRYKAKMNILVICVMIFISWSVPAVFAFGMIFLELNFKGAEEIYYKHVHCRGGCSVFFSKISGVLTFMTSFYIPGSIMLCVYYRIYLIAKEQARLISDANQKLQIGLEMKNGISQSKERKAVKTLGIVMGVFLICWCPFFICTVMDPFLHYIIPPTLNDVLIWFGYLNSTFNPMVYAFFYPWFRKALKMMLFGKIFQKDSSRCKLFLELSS
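Material: RD-HGA16 CHO cells with stable hTAAR1 and Gα16; Dosing: single nominal final test compound concentration of 3 µM; Schedule: seeding 17-24 h prior, 75-min 37 °C, 30-min RT dye loading; Detection: kinetic Fluo-8 calcium fluorescence measurement; Measure: % inhibition from peak post-agonist over basal fluorescence ratio; Benchmarks: vehicle and agonist controls.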
CHRM4 PAM – potentiates acetylcholine response at human M4 receptor. P08173. CHO-K1 hM4/Gqi5, Fluo-8 calcium fluorescence, ACh EC20; 0% = ACh EC20, 100% = maximal ACh. activation, % at 3 µM. 360,000 tested, 0.4% active;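 active = activation above its plate's cutoff, the mean activation of sample wells plus 3 SD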; also: some results filed as inactive read as strong as hits
Target sequence (P08173 whole entry, looked up): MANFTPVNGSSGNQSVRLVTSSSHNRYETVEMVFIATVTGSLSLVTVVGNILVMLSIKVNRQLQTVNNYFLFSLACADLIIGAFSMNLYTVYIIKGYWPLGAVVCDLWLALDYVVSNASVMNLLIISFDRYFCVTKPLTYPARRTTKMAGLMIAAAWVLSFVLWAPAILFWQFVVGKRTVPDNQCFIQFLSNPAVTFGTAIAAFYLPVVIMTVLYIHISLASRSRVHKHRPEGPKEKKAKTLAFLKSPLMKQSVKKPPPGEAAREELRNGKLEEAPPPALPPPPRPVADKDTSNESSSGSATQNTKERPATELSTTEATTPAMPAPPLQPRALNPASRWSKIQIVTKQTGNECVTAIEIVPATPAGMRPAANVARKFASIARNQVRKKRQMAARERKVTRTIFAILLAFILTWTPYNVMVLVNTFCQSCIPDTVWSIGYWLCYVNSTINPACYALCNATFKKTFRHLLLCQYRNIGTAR
TAAR1 ag – agonists of human TAAR1 | Q96RJ0 | CHO RD-HGA16 TAAR1, Fluo-8 calcium fluorescence; vehicle wells 0%, saturating PEA agonist 100% | activation, % at 3 µM | 360,000 tested, 0.99% active;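 active = activation above the mean activation of all test compounds in the run plus 3 SD, cut at about 38% in these data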
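Repeats: no replicates (n 1) | Material: CHO-derived RD-HGA16 cells with stable Gα16 and human TAAR1 | Technique: Kinetic Fluo-8 calcium fluorescence | Schedule: 17-24 h seeding, 75 min 37 °C dye, 30 min RT | Evaluation: % activation from peak over basal fluorescence ratio, DMSO-to-PEA scaled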
M5 PAM – potentiates acetylcholine response at human M5 receptor. 360,000 tested, 0.3% active. CHO-K1 hM5, Fluo-8 calcium, ACh EC20 PAM; 0% = ACh EC20, 100% = ACh EC100. activation, % at 3 µM. P08912;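 active = activation above the run cutoff, the mean activation of all test compounds plus 3 SD, cut at about 18% in these data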
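System – CHO-K1 hM5 cells · Compound – 3 µM, single dose · Incubation – compound preincubation 140 s before EC20 acetylcholine addition · Technique – Fluo-8 calcium fluorescence · Measure – Max/basal fluorescence ratio as % of EC20–EC100 ACh window · Benchmarks – low control EC20 acetylcholine (0%), high control EC100 acetylcholine (100%) · Replication – singlicate, one well per test compound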
* marks the source's active call; other numbers are inactive results; . = no result given; & = joins results of further samples.

1: CC(=O)NC1C(OC(=O)/C=C/c2ccccc2)OC(COC(C)=O)C(OC(C)=O)C1OC(C)=O (centres undefined)
2: O=C(CCC(=O)c1cccs1)NNC(=O)c1cccc(Cl)c1
3: CCn1c(CSc2nnc(-c3ccncc3)n2CCOC)nc2cc(C(=O)O)ccc21
4: CCCCc1ccc(NC(=O)CN(C)CC(=O)Nc2ccccc2Cl)cc1
5: COc1cc(/C=N/NC(=O)CCc2n[nH]c(=O)[nH]c2=O)ccc1O
6: Brc1ccc(-c2nc3c4ccccc4ccn3c2Cc2ccccc2)cc1
7: O=c1[nH]c(C(Cl)(Cl)Cl)nc2ccc3ccccc3c12
8: COc1ccc(CCNc2nc(C)cc(=O)[nH]2)cc1OC

compound no.	1	2	3	4	5	6	7	8
CRFBP-R2 block	-10	-2	1	-8	5	3	14	3
CHO-K1 Ca PAM	6	14	18	16	-7	5	-4	12
CRFBP-R2 agonist	-0.6	-0.7	-0.8	0.2	-1.7	0.1	-1.8	-0.3
M5 antag	3	-1	-3	2	0	7	10	3
CHRM5 agonist	-3	2	-3	-7	-2	0	-5	3
TAAR1 antag	-29	-3	6	-29	-9	-18	-21	-13
CHRM4 PAM	4	9	2	-6	1	5	8	1
TAAR1 ag	1	1	7	-2	2	8	-5	15
M5 PAM	6	3	3	0	3	-2	-1	-7

A draw from above in order of molar mass, low to high:
5: COc1cc(/C=N/NC(=O)CCc2n[nH]c(=O)[nH]c2=O)ccc1O
6: Brc1ccc(-c2nc3c4ccccc4ccn3c2Cc2ccccc2)cc1
3: CCn1c(CSc2nnc(-c3ccncc3)n2CCOC)nc2cc(C(=O)O)ccc21

compound no.	5	6	3
CRFBP-R2 block	5	3	1
CHO-K1 Ca PAM	-7	5	18
CRFBP-R2 agonist	-1.7	0.1	-0.8
M5 antag	0	7	-3
CHRM5 agonist	-2	0	-3
TAAR1 antag	-9	-18	6
CHRM4 PAM	1	5	2
TAAR1 ag	2	8	7
M5 PAM	3	-2	3

The listing picks up; the 4 compounds before the break are reprinted first.
5: COc1cc(/C=N/NC(=O)CCc2n[nH]c(=O)[nH]c2=O)ccc1O
6: Brc1ccc(-c2nc3c4ccccc4ccn3c2Cc2ccccc2)cc1
7: O=c1[nH]c(C(Cl)(Cl)Cl)nc2ccc3ccccc3c12
8: COc1ccc(CCNc2nc(C)cc(=O)[nH]2)cc1OC
9: Cc1cccc(NC(=O)CNC(=O)[C@H]2O[C@@H](n3ccc(N)nc3=O)[C@H](O)[C@@H]2O)c1C
10: COc1ccc(S(=O)(=O)NC(=O)C2(C)CCN2C(=O)Cc2cc(C)cc(C)c2)cc1OC (centres undefined)
11: NNC(=O)CNC(c1ccccc1)c1cc(Cl)ccc1NC(=O)c1ccccc1 (centres undefined)
12: CCCCN(C)CCCNC(=O)c1cc(-c2cccnc2)nc2ccccc12
13: Cc1ccc(OCC(=O)c2c[nH]c3ccccc23)c([N+](=O)[O-])n1
14: Cc1c(NC(=O)CN2CCCC(C)C2)ccc2nsnc12 (centres undefined)
15: CCOC(=O)CSc1nc2ccccc2c(=O)n1C
16: CCC1CCCCN1C(=O)CCc1nnc(Cc2c[nH]c3ccccc23)o1 (centres undefined)

compound no.	5	6	7	8	9	10	11	12	13	14	15	16
CRFBP-R2 block	5	3	14	3	.	.	-27	-4	-16	4	23	-4
CHO-K1 Ca PAM	-7	5	-4	12	14	6	7	-5	16	6	-3	0
CRFBP-R2 agonist	-1.7	0.1	-1.8	-0.3	.	.	-0.9	-0.4	5.1	5.2	-1.1	-0.6
M5 antag	0	7	10	3	7	1	-1	10	4	7	2	-1
CHRM5 agonist	-2	0	-5	3	3	0	0	-3	-5	0	0	1
TAAR1 antag	-9	-18	-21	-13	-8	7	80*	-22	19	-14	10	22
CHRM4 PAM	1	5	8	1	4	-2	-5	-2	-5	5	8	-2
TAAR1 ag	2	8	-5	15	3	0	10	3	-1	1	2	5
M5 PAM	3	-2	-1	-7	18	-3	-5	-6	-6	6	-1	-3

17: CCOC(=O)N1CCN(c2ccc(N3C(=O)CCCC3=O)cc2[N+](=O)[O-])CC1
18: Cc1ccc(Nc2nc(N)c([N+](=O)[O-])c(N3CCOCC3)n2)cc1C
19: O=C(Nc1ncc(Cc2ccc(Cl)cc2Cl)s1)c1ccc([N+](=O)[O-])cc1
20: O=C(COC(=O)c1cccc(Cl)c1)Nc1cccc(S(=O)(=O)NC2=NCCC2)c1
21: O=C(NC(Cc1ccc(O)cc1)C(=O)N=Nc1c(O)[nH]c2ccccc12)c1ccccc1 (centres undefined)
22: CCOC(=O)c1c(NC(=O)CSc2c[nH]c3ccccc23)sc2c1CCCC2
23: Fc1ccc(NC(=S)Nc2cc(-c3ccccc3)[nH]n2)cc1Cl
24: Cc1cc(OCC(=O)Nc2cc(-c3nn4c(C)nnc4s3)ccc2C)ccc1Cl

compound no.	17	18	19	20	21	22	23	24
CRFBP-R2 block	-1	-149	-172	-3	-12	24	-3	14
CHO-K1 Ca PAM	14	4	13	8	-8	14	7	5
CRFBP-R2 agonist	-2.4	-6.8	74*	-0.8	-0.6	-1.3	7.4	-3.2
M5 antag	5	6	3	12	3	-1	9	-2
CHRM5 agonist	0	-3	1	-4	2	0	9	-1
TAAR1 antag	-7	8	3	-6	-5	1	38	-12
CHRM4 PAM	6	24	3	2	-6	3	-7	1
TAAR1 ag	1	-2	23	6	1	0	4	2
M5 PAM	4	-7	-4	-5	-4	-8	-8	3

25: CCCCNCCCCOc1ccccc1
26: O=C(COc1ccc(S(=O)(=O)N2CCCC2)cc1)Nc1ccc2c(c1)OCCO2
27: O=C(COc1ccccc1)NS(=O)(=O)c1ccc(Cl)cc1
28: CC(C)CN(C(=O)C1CCCO1)c1c(N)n(CC(C)C)c(=O)[nH]c1=O (centres undefined)
29: CC(C)C(=O)NNc1ccc(C(F)(F)F)cn1
30: NC(=O)CSc1nc2c(sc3ccccc32)c(=O)n1CCCC(=O)NCC1CCCO1 (centres undefined)
31: O=C(CCS(=O)(=O)c1ccc(F)cc1)N1CCN(c2ccccc2)CC1
32: Nc1nonc1/C(=N/O)N1CCCC1

compound no.	25	26	27	28	29	30	31	32
CRFBP-R2 block	-1	1	-4	-14	0	3	5	-5
CHO-K1 Ca PAM	0	-3	17	16	18	1	17	15
CRFBP-R2 agonist	1.1	-0.6	-1.0	0.7	0.3	2.2	0.3	0.1
M5 antag	-7	-17	-10	3	8	3	0	0
CHRM5 agonist	-2	1	-2	1	0	-1	5	-3
TAAR1 antag	-15	-2	1	-25	-23	-19	-14	2
CHRM4 PAM	2	-2	7	14	-2	9	6	4
TAAR1 ag	32	12	2	0	1	-1	1	0
M5 PAM	10	6	6	4	-5	3	2	2

33: COc1ccc(N2C(=O)C3C4C=CC(C5CC45)C3C2=O)c([N+](=O)[O-])c1 (centres undefined)
34: Cc1ccc(C)c(NC(=O)COC(=O)c2cccc(S(=O)(=O)N3CCCCC3)c2)c1
35: O=C(NC1CC1)c1ccc2sc([C@@H]3O[C@H](CO)[C@H](O)[C@H](O)[C@H]3O)nc2c1
36: O=Cc1c(Cl)nc2ccccn2c1=O
37: O=C(C[n+]1ccn(-c2ccccc2)c1)c1ccc([N+](=O)[O-])cc1
38: COc1cnc(-c2ccccc2)nc1Sc1ccccc1
39: CCc1cc2c(=O)n(N)c(CCC(=O)O)nc2s1
40: COc1cc2c(cc1OC)CN(C(=O)CN1CCN(S(=O)(=O)c3ccccc3)CC1)CC2

compound no.	33	34	35	36	37	38	39	40
CRFBP-R2 block	11	4	.	-4	12	-14	-22	7
CHO-K1 Ca PAM	-2	-4	5	-1	13	-5	23	-19
CRFBP-R2 agonist	0.2	0.8	.	5.8	0.2	0.1	0.8	-1.1
M5 antag	4	-2	-3	7	21	9	3	1
CHRM5 agonist	-2	3	1	-3	-18	-7	-1	-4
TAAR1 antag	4	4	-6	-13	2	7	5	-9
CHRM4 PAM	5	4	-2	-7	-5	6	12	4
TAAR1 ag	1	0	1	4	-1	12	9	0
M5 PAM	-7	-1	2	-1	-10	-6	7	4

41: Cn1c2c(c(=O)n(C)c1=O)NC1(N2)C(=O)Nc2ccccc21 (centres undefined)
42: O=C(CC12CC3CC(CC(Br)(C3)C1)C2)OCCN1CCCCC1
43: Cc1c(N=C2Nc3cccc4cccc2c34)c(=O)n(-c2ccccc2)n1C
44: Cc1ccc(C)c(N2CCN(C(=O)C3CCCN(S(=O)(=O)c4c(C)noc4C)C3)CC2)c1 (centres undefined)
45: CCCCCCSc1ccc([C@H]2N[C@@](Cc3ccccc3)(C(=O)OC)[C@H]3C(=O)N(C)C(=O)[C@@H]23)cc1OC
46: COc1ccc(C(=O)NCC(c2cccs2)N2CCc3ccccc32)c(OC)c1 (centres undefined)
47: Cc1ccc(NC(=O)CN2C(=O)N/C(=C/c3ccco3)C2=O)cc1
48: OCCSc1nc(N2CCOCC2)nc(N2CCOCC2)n1

compound no.	41	42	43	44	45	46	47	48
CRFBP-R2 block	-5	-4	-2&-60	-19	0	8	-2	18
CHO-K1 Ca PAM	-13	12	8&10	5	6	58*	2	4
CRFBP-R2 agonist	0.9	3.0	14&11	0.1	1.7	1.6	1.3	6.3
M5 antag	9	8	-3&8	5	7	-6	-6	-2
CHRM5 agonist	-3	-3	2&-4	0	2	-1	-1	4
TAAR1 antag	-2	4	-5&1	53*	3	22	-3	-14
CHRM4 PAM	11	2	3&-7	-5	-5	9	-3	8
TAAR1 ag	0	1	2&4	-1	-1	2	9	2
M5 PAM	-2	-1	7&-8	-4	3	2	2	8

49: Cn1cccc1CC(=O)NNC(=O)Nc1ccccc1F
50: Cc1cc(/C=C2\SC(=S)N(Cc3ccco3)C2=O)c(C)n1-c1cccnc1
51: CC(=O)N1c2ccc(S(=O)(=O)N3CCC(C(=O)NCc4ccccc4)CC3)cc2CC1C (centres undefined)
52: COc1c2c(nc3ccccc13)OC(C(C)(O)COC(C)=O)C2 (centres undefined)
53: COc1cc(/C=C(\C#N)C(=O)Nc2ccc3c(c2)OCCO3)ccc1O
54: CC(=O)Nc1ccc(S(=O)(=O)N2CCN(S(=O)(=O)c3cccs3)CC2)cc1
55: CCOC(=O)c1ccc(/C=C2\c3ccccc3C(=O)N2c2ccccc2)cc1F

compound no.	49	50	51	52	53	54	55
CRFBP-R2 block	1	-36	14	16	73*	1	-9
CHO-K1 Ca PAM	8	8	-9	2	6	-21	11
CRFBP-R2 agonist	-0.2	55*	-1.7	-0.8	11	0.0	4.2
M5 antag	-9	-2	-12	-3	4	7	-2
CHRM5 agonist	2	10	-1	2	5	1	-6
TAAR1 antag	5	20	-3	-7	-9	10	39
CHRM4 PAM	2	-2	2	5	-4	4	5
TAAR1 ag	2	20	3	5	11	1	3
M5 PAM	5	2	3	2	-8	-6	0
